Screening results: PubChem, several laboratories
MEKK2wt PB1 HTS: raises or lowers MEK5 binding to wildtype human MEKK2 PB1 domain; bead flow cytometry, Alexa488-MEK5 binding to MEKK2 WT; actives lie on both sides; hit rate 1.1% among 290,000; binding response (% of control), % at 10 µM; in the data active = binding response below about 67% or above about 130%
IDE inh: cellular human IDE inhibition; HEK cells, FAbetaB cleavage, fluorescence polarization; inhibition, % at 5.59 µM; hit rate 0.41% among 320,000; AID 434962;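 active = percent inhibition above the average of all tested compounds plus 3 SD, set per screening campaign, cut at about 16% in these data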;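 also: IDE supplied by intact live HEK cells; FP after avidin binding of uncleaved biotin substrate so inhibition keeps polarization high; 0% = DMSO wells and 100% = 60 µM reference IDE inhibitor Ii1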
NALP1 inh: blocks the NALP1 inflammasome reconstituted in yeast | hit rate 0.61% among 280,000 | AID 2071 | S. cerevisiae NALP1/ASC/caspase-1 growth, X-gal OD620, 72 h | inhibition, % at 10 µM; in the data active = inhibition mostly above about 24%, no sharp cut-off; inactive = mostly below about 32%; also: some compounds called inactive have numbers as strong as hits
MEKK2 mut-MEK5: signal of MEK5 binding to mutant human MEKK2 PB1 domain; bead flow cytometry, Alexa488-MEK5 binding to MEKK2 mutant; percent response, % at 10 µM; hit rate 0.35% among 290,000; in the data active = percent response above about 24%, passing the limit was not always enough; also: inactives centre near 1; some results filed as inactive read as strong as hits; reference of the scale not given here
UBC9 SUMO inh: SUMOylation inhibition; P63279; HTRF SUMOylation assay, SAE1/SAE2 + UBC9, in vitro; inhibition, % at 35 µM; hit rate 0.36% among 290,000; in the data active = inhibition above about 50%, passing the limit was not always enough; also: strong numbers were not always called active
Target sequence (P63279 whole entry, looked up): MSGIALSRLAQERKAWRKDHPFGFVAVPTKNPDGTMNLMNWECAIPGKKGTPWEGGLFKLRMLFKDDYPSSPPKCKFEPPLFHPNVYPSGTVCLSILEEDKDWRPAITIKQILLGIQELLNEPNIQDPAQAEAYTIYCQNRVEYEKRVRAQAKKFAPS
pCIP destab: lowers stability of the mouse p/CIP coactivator protein; Q05BA5; F442A p/CIP-EGFP cells, EGFP fluorescence, 16 h; decrease of EGFP signal, % at 10 µM; hit rate 0.01% among 290,000; AID 1984;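 active = EGFP signal decrease of at least 30% at 10 µM or well 3 SD below plate mean, unless failing retest; inactive = the rest, including hits failing retest or dose response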; also: some compounds called inactive have numbers as strong as hits; many of its hits are not listed in these tables
MEKK3 PB1 HTS: modulators (inhibitors or enhancers) of MEK5 binding to human MEKK3 PB1 domain; bead-based flow cytometry, Alexa488-MEK5 binding to MEKK3; actives lie on both sides; 0 = blocked by unlabeled MEK5, 100 = vehicle; binding response (% of control), % at 10 µM; hit rate 1.4% among 290,000; AID 1529;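 active = binding response more than 3 SD above or below the average of its plate-row segment, actives on both sides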;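 also: Alexa488 bead fluorescence after subtracting the streptavidin-only scavenger bead signal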
Target sequence (Q99759 whole entry, looked up, the tested form may be a part): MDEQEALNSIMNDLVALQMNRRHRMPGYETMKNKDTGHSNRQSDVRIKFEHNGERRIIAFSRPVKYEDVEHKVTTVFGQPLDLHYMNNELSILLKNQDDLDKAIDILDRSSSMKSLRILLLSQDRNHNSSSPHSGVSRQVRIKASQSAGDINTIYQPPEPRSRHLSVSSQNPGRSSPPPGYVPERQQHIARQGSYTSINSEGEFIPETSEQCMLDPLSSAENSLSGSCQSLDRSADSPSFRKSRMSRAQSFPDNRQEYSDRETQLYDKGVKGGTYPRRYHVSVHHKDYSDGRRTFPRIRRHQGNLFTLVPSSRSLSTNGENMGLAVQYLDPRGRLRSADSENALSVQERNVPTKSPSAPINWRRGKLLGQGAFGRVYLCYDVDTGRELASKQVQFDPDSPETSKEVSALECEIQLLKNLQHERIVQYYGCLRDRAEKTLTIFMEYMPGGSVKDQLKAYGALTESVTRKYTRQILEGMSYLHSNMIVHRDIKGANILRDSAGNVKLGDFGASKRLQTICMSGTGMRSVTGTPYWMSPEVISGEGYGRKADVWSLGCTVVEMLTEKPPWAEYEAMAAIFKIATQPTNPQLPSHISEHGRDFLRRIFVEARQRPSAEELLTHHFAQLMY
M18AAP inhibitor: blocks P. falciparum M18 aspartyl aminopeptidase; recombinant PfM18AAP, H-Glu-NHMec fluorogenic cleavage; inhibition, % at 7.35 µM; hit rate 1.2% among 290,000;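 active = inhibition above the campaign mean inhibition over all tested compounds plus 3 SD, cut at about 28% in these data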;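 also: 0% = plate median of test compound wells and 100% = 2 mM ZnCl2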
IDE act: IDE (human) activation, cell-based | hit rate 0.073% among 340,000 | activation, % at 5.96 µM | AID 493087 | P14735 | HEK cells, FAbeta-B cleavage, fluorescence polarization; 0% vehicle, 100% cell-free pure enzyme wells;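 active = activation above the mean of all tested compounds plus 3 SD, set per screening campaign, cut at about 17% in these data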
The depositor's hits bear a star; · = not tested or not shown.

MEKK2wt PB1 HTS	IDE inh	NALP1 inh	MEKK2 mut-MEK5	UBC9 SUMO inh	pCIP destab	MEKK3 PB1 HTS	M18AAP inhibitor	IDE act	Structure
97	0	5	2	8	-5	93	-7	2	CN(C1CCCCC1)C(CNS(=O)(=O)c1ccc(Cl)cc1)c1ccccc1 (stereo not drawn)
103	-1	-5	3	12	-4	102	-3	3	C[C@H](NC(=O)N1CCn2c1nc1ccccc12)C(=O)N1CCCCC1
114	8	17	3	5	-4	111	-14	-5	COc1ccc(NC(=S)NN2C(C)CCCC2C)cc1 (stereo not drawn)
96	3	·	-2	·	·	96	32*	8	Cc1ccc(-c2nnn(CC(=O)N(CC(=O)NC3CCCCC3)c3cnc4ccccc4c3)n2)o1
101	4	20	0	-11	-14	118	6	7	Cc1ccc(Nc2nc(N)c([N+](=O)[O-])c(N3CCOCC3)n2)cc1C
97	1	22	0	3	-3	100	2	6	CC(NC(=O)CCC(=O)NC(C)c1ccccc1)c1ccccc1 (stereo not drawn)
102	2	-5	5	4	0	98	9	-7	COc1cccc(C(=O)NCC(c2cccnc2)N2CCN(c3ccccc3OC)CC2)c1 (stereo not drawn)
105	-2	1	6	-7	-6	103	-7	3	C=CCn1c(-c2ccc(OC)cc2)csc1=Nc1c(C)n(C)n(-c2ccccc2)c1=O
104	2	2	6	11	-4	99	3	2	Cn1c(CC(=O)Nc2ccc(Cl)cc2)nnc1SCC(=O)N1CCOCC1
104	10	-4	21	18	-14	107	-4	0	O=C(c1ccco1)N1CCN(C(c2ccccc2)c2nnnn2C2CCCC2)CC1 (stereo not drawn)
103	1	5	7	-4	-14	101	6	-1	COc1ccc(NC(=O)N2CCN(C(=O)C3CCCO3)CC2)cc1 (stereo not drawn)
95	0	23	0	32	-10	95	1	-1	COC(=O)c1[nH]c2ccc(C)cc2c1NC(=O)CN1CCN(Cc2ccccc2)CC1
101	2	18	3	10	-27	101	-3	0	CCCCSc1ccc(NC(=O)c2cccnc2)cc1
99	-6	-3	0	-24	3	102	-2	2	COc1ccc(C(NC(=O)CC(C)C)NC(=O)CC(C)C)cc1OC
96	0	-1	-5	-5	4	97	-6	3	CCOc1ccc(S(=O)(=O)NC(C)C(=O)NCc2ccc3c(c2)OCO3)cc1 (stereo not drawn)
101	4	20	-3	-2	2	100	-5	2	CC(C)[C@H](NC(=O)c1ccccc1)C(=O)OCC(=O)NCCC1=CCCCC1
90	-2	8	-10	19	2	102	-6	4	O=C(COc1ccccc1)N1CCN(c2ncccn2)CC1
105	2	-7	3	-28	5	103	2	-1	Cc1ccc(C)c(NC(=O)COC(=O)CNC(=O)c2ccccc2Cl)c1
98	13	8	3	18	-9	100	15	0	CCn1c(SCC(=O)Nc2ccc(S(=O)(=O)Nc3ccccn3)cc2)nnc1-c1ccncc1
96	2	-7	0	·	-4	97	-4	-1	CN(Cc1ccccn1)C(=O)C1CCC(=O)N(CCc2ccc(Cl)cc2)C1 (stereo not drawn)

The listing continues:
MEKK2wt PB1 HTS	IDE inh	NALP1 inh	MEKK2 mut-MEK5	UBC9 SUMO inh	pCIP destab	MEKK3 PB1 HTS	M18AAP inhibitor	IDE act	Structure
100	1	28	1	2	7	99	14	1	CC(C)(c1ccccc1)c1ccc(OCCN2CCOCC2)cc1
103	1	7	1	-15	-1	100	6	5	Cc1sc2nc(COC(=O)CNC(=O)c3ccc(C(C)(C)C)cc3)[nH]c(=O)c2c1C
101	7	24	4	10	-38	102	-4	1	CCC(=O)N1c2ccc(S(=O)(=O)N3CCCCC3)cc2CC1C (stereo not drawn)
114	5	5	11	1	-12	106	2	-1	COc1ccc(OCCCC(=O)N(C)CC(=O)Nc2ccccc2Cl)cc1
100	2	27	-4	0	4	100	2	-1	O=C(NCCN1CCOCC1)c1cc(-c2ccc(Cl)c(Cl)c2)on1
108	-3	14	13	6	-11	108	-13	2	CCOc1ccc(C(CC(=O)O)NC(=O)C(CC)c2ccccc2)cc1 (stereo not drawn)
227*	5	24	61*	-3	-10	119	5	-3	COc1cccc(O)c1CN1CCC(C(=O)Nc2ccc(-c3cccc(C)c3)cc2)CC1
100	4	0	-2	6	1	103	8	2	COCc1cc(Sc2ccc(Cl)cc2Cl)nc(-c2ccccc2)n1
104	-7	-19	6	19	-6	108	-6	2	CNC(=O)c1cc(C(=O)c2ccc(F)cc2C(F)(F)F)c[nH]1
97	-1	0	4	29	4	97	1	-1	Cn1c(SCc2cc(=O)[nH]c3ccccc23)nnc1-c1ccco1
100	3	16	-1	2	-4	94	0	5	CCCCC(=O)OCC(=O)Nc1ccc(OC(F)F)cc1
107	-5	-16	4	-5	8	107	-1	-4	C/C(=N\Nc1cccc([N+](=O)[O-])c1)c1cc2ccccc2o1
89	-1	-5	-7	-31	-1	81	-11	-1	FC(F)(F)c1cc(-c2ccco2)nc(-n2cnc3ccccc32)n1
101	3	-6	-3	-8	15	102	-3	0	CN1CCN(C(=O)CNc2ccc(C(F)(F)F)cc2[N+](=O)[O-])CC1
96	0	-4	1	92*	-11	101	15	-1	Cc1ccc(C(=O)c2c(C)oc3c2C(=O)C(=O)c2ccccc2-3)cc1
104	0	23	-1	5	2	99	-9	1	Cc1cccc(Nc2nc(-c3ccc(F)c(C)c3)cs2)n1
95	-3	16	-1	-13	-3	103	4	6	COc1ccc(C(=O)Nc2ccccc2C(=O)N/N=C/c2ccccc2OC)cc1
103	-4	8	-2	-4	-22	100	14	-9	CCN(CC)c1ccc(NC(=O)c2ccccc2Br)cc1S(=O)(=O)Nc1ccccc1OC
99	3	20	1	-6	2	103	-12	5	O=C(N/N=C\c1ccc(-c2ccc(Cl)c(Cl)c2)o1)C(=O)N1CCCC1
111	-5	-1	-5	12	-7	95	0	3	COc1ccc(C(=O)Nc2ccc(Oc3nc(C)nc4sc(-c5ccccc5)cc34)cc2)cc1OC

Part of the list above, reduced to UBC9 SUMO inh and M18AAP inhibitor:
structure | UBC9 SUMO inh | M18AAP inhibitor
CN1CCN(C(=O)CNc2ccc(C(F)(F)F)cc2[N+](=O)[O-])CC1 | -8 | -3
Cc1ccc(C(=O)c2c(C)oc3c2C(=O)C(=O)c2ccccc2-3)cc1 | 92* | 15

(cont.)
MEKK2wt PB1 HTS	IDE inh	NALP1 inh	MEKK2 mut-MEK5	UBC9 SUMO inh	pCIP destab	MEKK3 PB1 HTS	M18AAP inhibitor	IDE act	Structure
99	4	-3	3	6	5	100	2	-1	CCn1cc(C(=O)O)c(=O)c2cnc(N3CCN(C(=S)Nc4ccccc4Cl)CC3)nc21
100	2	-2	2	9	-5	101	3	-2	CC1(C)CC(CC(=O)Nc2ccc([N+](=O)[O-])cc2)C(=O)O1 (stereo not drawn)
112	-1	35	20	10	-13	101	-7	2	CCCc1nc2ccccc2c(C(=O)OCC(=O)Nc2c(C)n(C)n(-c3ccccc3)c2=O)c1CC
119	-3	1	6	30	-5	104	-2	1	CC1(C)CC(=O)c2cnn(-c3nc4ccccc4[nH]3)c2C1
101	-1	16	-2	81	7	104	22	-3	O=S(=O)(Nc1ccc(O)c2ccccc12)c1cccs1
104	6	-7	0	17	-8	111	3	6	CCn1cnc2cc([N+](=O)[O-])ccc21
100	6	-3	2	9	-13	100	1	1	COc1ccccc1NC(=S)NCc1ccc(F)cc1
103	1	-5	4	-1	7	104	0	2	CCOC(=O)CSc1nnc(NC(=O)CN2CCN(C=O)CC2)s1
94	5	-14	-2	3	-19	102	4	0	Cc1ccc(N2CCN(S(=O)(=O)c3ccc4oc(=O)ccc4c3)CC2)c(C)c1
102	8	5	3	-4	-22	95	1	2	Cc1ccc(C(C(=O)NC2CCCC2)N(Cc2ccc3c(c2)OCO3)C(=O)Cc2cccs2)cc1 (stereo not drawn)
93	6	3	0	14	-12	101	-2	0	O=C1CSC(=Nc2ccccc2Cl)N1
99	2	13	2	20	-26	98	-7	-9	Cc1cnn(-c2nc(-c3cccs3)cc(C(F)(F)F)n2)c1
99	1	0	1	-4	-8	99	0	4	CCOc1ccc2nc(SCC(=O)NCc3ccc(S(N)(=O)=O)cc3)sc2c1
103	-4	-2	0	22	-6	103	-2	1	N#Cc1ccc(C(=O)NCCCSc2ccccc2)cc1
103	-7	3	4	11	-1	102	3	9	CCc1nnc(NC(=O)CCC(=O)NCCc2ccccc2)s1
103	0	26	0	-13	12	102	11	0	Cc1nc(NCCc2ccccc2)sc1C(=O)O
102	-4	5	4	25	1	102	3	-3	COc1ccc(-c2cc(C(=O)Nc3c(F)cc(F)cc3Br)no2)cc1
108	5	9	5	14	1	108	1	5	CCOC(=O)c1c(Nc2ccccc2N)cc(C)nc1C
103	9	-21	0	-14	-9	109	3	5	CCOc1ccccc1-n1nnnc1SCC(=O)OC
98	-2	·	-1	21	-2	100	-2	2	CCOC(=O)c1ccc(NC(=O)[C@@H](NC(N)=O)C(C)C)cc1

The results go on:
MEKK2wt PB1 HTS	IDE inh	NALP1 inh	MEKK2 mut-MEK5	UBC9 SUMO inh	pCIP destab	MEKK3 PB1 HTS	M18AAP inhibitor	IDE act	Structure
101	3	34	3	1	5	101	-6	-1	Cc1cc2ncc(-c3ccc(Cl)cc3)c(N)n2n1
100	7	16	1	-4	5	102	8	3	C=CCNC(=O)Cn1nnc(-c2ccc(-c3ccc(OC)cc3)cc2)n1
106	6	41*	9	2	0	103	-2	-3	CCCCN(CCCC)S(=O)(=O)c1ccc(NC(=O)CN2CCOCC2)cc1
106	7	-79	1	19	-3	104	3	7	CSc1nc2c(ccc3ccccc32)o1
103	0	14	4	0	1	102	-19	2	CCN(CCn1cccn1)C(=O)C1CCC(=O)N(CCN2CCOCC2)C1 (stereo not drawn)
96	1	11	-5	8	-8	96	-4	2	CCN(C(=O)Cn1c(=O)oc2ccccc21)C1CCS(=O)(=O)C1 (stereo not drawn)
108	3	1	4	12	-11	104	-3	1	COc1ccc(NC(=S)N2CCCC2)cc1OC
104	1	22	0	3	-8	103	3	5	COc1ccc(CNc2ccc(S(N)(=O)=O)cc2)cc1
100	11	·	11	-12	-11	105	69*	·	O=C1CNC(=S)N1CCc1ccc(O)c(O)c1
101	·	-5	-1	6	-3	98	-12	5	COc1cc(NC(=O)CCN2CCOCC2)cc(OC)c1
156*	16*	7	21	-10	-9	106	-6	1	C#CCOCCOCCOCCNc1nc(N2CCN(C(=O)[C@H]([C@@H](C)CC)n3cc([C@@H](N)CC(C)C)nn3)CC2)nc(N2CCN(C(=O)[C@H](Cc3ccc(O)cc3)n3cc([C@@H](N)C(C)CC)nn3)CC2)n1 (stereo partly drawn)
111	5	4	10	20	-10	113	-4	4	CCCC(=O)Nc1cc2c(cc1C(=O)c1ccccc1)OCCO2
86	-4	1	-14	13	-5	95	-3	·	COC(=O)N/N=C(\C)c1ccco1
74	-2	3	-16	20	-6	67	-3	3	CSCCC(NS(=O)(=O)c1ccc2[nH]c(=O)c(=O)[nH]c2c1)C(=O)O (stereo not drawn)
110	2	9	10	12	-13	105	2	2	CCN(CC)CC#CC(OC)(c1ccccc1)c1ccccc1
100	·	6	3	-9	18	103	-5	-3	COc1cccc(CCNC(=O)C2CCC(=O)N(C3CC3)C2)c1OC (stereo not drawn)
106	3	5	7	26	3	103	-2	2	N=c1n(CCO)c2ccccc2n1CCOc1ccccc1
119	-3	25	6	8	-16	105	-8	3	CCc1nn(CC(=O)NCCCN(C)Cc2ccccc2)c(=O)c2cc3sc(C)cc3n12

Among those listed so far, 2 contain bromine:
MEKK2wt PB1 HTS	IDE inh	NALP1 inh	MEKK2 mut-MEK5	UBC9 SUMO inh	pCIP destab	MEKK3 PB1 HTS	M18AAP inhibitor	IDE act	Structure
103	-4	8	-2	-4	-22	100	14	-9	CCN(CC)c1ccc(NC(=O)c2ccccc2Br)cc1S(=O)(=O)Nc1ccccc1OC
102	-4	5	4	25	1	102	3	-3	COc1ccc(-c2cc(C(=O)Nc3c(F)cc(F)cc3Br)no2)cc1

Only part of the results is shown; rates above refer to the full screens.
